DT40 TDP1 CPT: DT40-hTDP1 cell growth loss with CPT; 420,000 tested, 12% active; Potency, µM (top dose mostly 46.2 µM), for the others: at the top dose activity change, negative = growth inhibition, actives largely listed as inhibitors; chicken DT40 Tdp1-/-;hTDP1 cells + 20 nM CPT, ATP luminescence, 48 h; AID 686979; further: nearly all actives have a fitted effect of over 55% in size
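Chicken DT40 Tdp1-/- cells stably complemented with human TDP1 were seeded at 400 cells/well in medium containing 20 nM camptothecin, exposed to pin-transferred compounds, and grown at 37 °C for at least 48 hr. Viability was read as ATP luminescence.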
GCN5L2 inh: inhibitors of human GCN5L2 histone acetyltransferase | Q92830 | GCN5L2 HAT assay, ThioGlo1 CoA-SH fluorescence | Potency, µM (highest dose often 58.9 µM), for inactives: at the highest dose activity change, negative = inhibition, actives largely listed as inhibitors | 390,000 tested, 0.21% active
Target sequence (Q92830 whole entry, looked up): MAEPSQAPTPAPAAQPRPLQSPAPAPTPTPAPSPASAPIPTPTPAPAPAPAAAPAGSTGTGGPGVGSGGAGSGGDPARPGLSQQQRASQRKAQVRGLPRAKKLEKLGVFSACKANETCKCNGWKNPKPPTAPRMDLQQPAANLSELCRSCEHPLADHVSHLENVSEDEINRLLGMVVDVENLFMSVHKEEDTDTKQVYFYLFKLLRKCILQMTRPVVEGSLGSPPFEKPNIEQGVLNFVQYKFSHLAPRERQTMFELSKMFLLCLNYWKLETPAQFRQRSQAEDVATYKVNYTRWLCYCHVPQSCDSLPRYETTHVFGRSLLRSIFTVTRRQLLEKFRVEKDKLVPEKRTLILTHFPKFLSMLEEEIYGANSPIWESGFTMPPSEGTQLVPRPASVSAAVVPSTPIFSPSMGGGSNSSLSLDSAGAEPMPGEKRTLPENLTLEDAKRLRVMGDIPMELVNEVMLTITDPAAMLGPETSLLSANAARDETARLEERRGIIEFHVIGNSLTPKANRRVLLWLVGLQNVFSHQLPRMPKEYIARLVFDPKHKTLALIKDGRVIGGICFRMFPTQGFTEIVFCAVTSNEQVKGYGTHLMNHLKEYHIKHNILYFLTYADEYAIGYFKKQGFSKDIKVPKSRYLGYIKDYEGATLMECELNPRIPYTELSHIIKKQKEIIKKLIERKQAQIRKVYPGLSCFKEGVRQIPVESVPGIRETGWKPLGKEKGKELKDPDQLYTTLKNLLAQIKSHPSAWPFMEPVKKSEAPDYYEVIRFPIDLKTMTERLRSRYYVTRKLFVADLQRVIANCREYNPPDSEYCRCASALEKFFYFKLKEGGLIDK
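Compounds, pin-transferred from DMSO stocks, meet 20nM GCN5L2 for 15 min before the reaction begins with H3(1-25) peptide (75uM) and acetyl-CoA (70uM). Thiol-reactive ThioGlo1 reports CoA release over 20 min at room temperature.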
TDP1 cell noCPT: qHTS for Inhibitors of human tyrosyl-DNA phosphodiesterase 1 (TDP1): qHTS in cells in absence of CPT. 420,000 tested, 15% active. Potency, µM (doses to about 46.2 µM), for inactives: at the top dose activity change, negative = growth inhibition, hits mostly inhibitors. DT40 Tdp1-/- hTDP1 cells, no CPT, ATP luminescence, 48 h. AID 686978, 2013; further: nearly all actives have a fitted effect of over 55% in size
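Chicken DT40 Tdp1-/- cells stably complemented with human TDP1 were seeded at 400 cells/well with DMSO in place of 20 nM camptothecin. After compound pinning, cells grew at least 48 hr at 37 °C; viability read by CellTiter-Glo luminescence.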
* = called active by the depositor; ? = inconclusive; / = no result given; & = joins results of further samples; [ ] = remark or other dose. The call rests on the fitted dose curve; in most records, active means well fitted curve in the direction sought with a large enough effect; inconclusive means small, poorly fitted or top-dose-only effect, or another doubt; inactive means no such curve, though single readings can be large; an effect the other way counts as inactive or inconclusive. On the % scale 0 is the no-effect control and ±100 the full control effect; potency means the concentration at half of the fitted maximal effect. Not all compounds are listed (hit frequency here may not be typical).

Structure,GCN5L2 inh,DT40 TDP1 CPT,TDP1 cell noCPT
COc1ccc(N2C(=O)CC(N3CCC(O)(c4ccc(Br)cc4)CC3)C2=O)cc1 (stereo unspecified),-6%,18µM*,?
CC(=O)N1CCN(C(=O)c2cc(-c3ccc(Cl)s3)nc3ccccc23)CC1,-8%,-7%,?
COc1cc(NC(=O)Cn2cnc(C(=O)Nc3ccc(C)c(C)c3)n2)cc(OC)c1OC,-7%,-13%,-13%
c1ccc(CSc2nc3ncccc3[nH]2)cc1,2%,-8%,?
O=C1C(=O)N(C2CCCC2)C(=O)N1Cc1c(F)cccc1Cl,-5%,1%,4%
COc1ccc(-c2noc(-c3nnn(-c4cc(C)ccc4C)c3N)n2)cc1,-4%,?,?
COC(=O)C1=C(N)c2c(F)cccc2C1(C#N)c1ccc(F)cc1 (stereo unspecified),-12%,?,?
Cc1ccc(C(=O)NC(=S)NNC(=O)COc2ccccc2C)cc1,-9%,?,?

A second format for two compounds above.
Values in the order – GCN5L2 inh, DT40 TDP1 CPT, TDP1 cell noCPT
COC(=O)C1=C(N)c2c(F)cccc2C1(C#N)c1ccc(F)cc1 (stereo unspecified)
  -12%, ?, ?
Cc1ccc(C(=O)NC(=S)NNC(=O)COc2ccccc2C)cc1
  -9%, ?, ?

The listing picks up; the 2 compounds before the break are reprinted first.
Structure,GCN5L2 inh,DT40 TDP1 CPT,TDP1 cell noCPT
COC(=O)C1=C(N)c2c(F)cccc2C1(C#N)c1ccc(F)cc1 (stereo unspecified),-12%,?,?
Cc1ccc(C(=O)NC(=S)NNC(=O)COc2ccccc2C)cc1,-9%,?,?
CCOc1ccccc1NC(=O)CCn1nc(C)c(S(=O)(=O)N2CCCCC2)c1C,-5%&0%,-16%&-1%,1%&-14%
Cc1ccccc1OCc1nnc(SCC(=O)Nc2ccc3c(c2)OCO3)n1C,-4%,4%,-12%
NC(=O)Cn1c(=O)n(Cc2ccco2)c(=O)c2c3c(sc21)CCCCC3,-28%,-15%,-22%
CCCN(CCC)S(=O)(=O)c1ccc(C(=O)O)cc1,-2%,10%&-3%&-4%,19%&-12%&-4%
Cc1cc(NS(=O)(=O)c2ccc(NC(=O)CSc3nc4ncc(Cl)cc4[nH]3)cc2)nc(C)n1,-4%,-1%,-2%
COc1ccc(N2C(=O)CC(NCc3cccc(F)c3)C2=O)cc1 (stereo unspecified),-23%,-14%,-17%
Cc1cc(C(=O)Nc2cccc(C)c2C)n(-c2ccccc2)n1,-4%,-5%,6%
O=C(CN1C(=O)C2CC=CCC2C1=O)Nc1nc2ccccc2[nH]1 (stereo unspecified),-3%,6%,-12%
CCCn1nnnc1NCc1ccccc1OCC,-5%,12%,-18%
CCOC(Cn1c(SCC(=O)Nc2cc(C)on2)nc2ccccc2c1=O)OCC,-4%,-8%,-7%
CCOC(=O)c1c(NC(=O)COc2ccc(Cl)cc2Cl)sc2c1CCCCC2,-5%,-4%,-16%
O=C(NCc1ccc(F)cc1)c1ccc(S(=O)(=O)N2CCCCC2)cc1,-3%,-10%,0%
O=C(CO/N=C1\CCCc2nonc21)Nc1ccccc1Cl,2%,14%,-24%
C/C(=N/OC(=O)c1ccccc1)c1oc(C)nc1C,1%,23%,10%
Cc1ccc2nc(SC(C)C(=O)N3CC(C)OC(C)C3)[nH]c2c1 (stereo unspecified),-5%,-3%,-19%
CCc1ccc(S(=O)(=O)NCCc2cn3cccc(C)c3n2)s1,-5%,-16%,?
Cc1ccc(O)c(CNc2cccc3cccnc23)c1,-9%,?,?
CCCC(=O)Nc1nnc(S(=O)(=O)N(C)c2ccccc2)s1,-16%,1%,3%
COC(=O)NNC(=O)c1ccccc1C,-7%,6%,-1%
Cc1ccc(CNC(=O)c2cc(C)nn2-c2ccccc2)cc1,-6%,-25%,-19%
Cc1cc(OC(C)C(=O)NC(Cc2c[nH]c3ccc(O)cc23)C(=O)O)c2c(C)c(C)c(=O)oc2c1 (stereo unspecified),-17%,3%,6%
COCCNC(=S)N1CCC2CC1c1cc(-c3ccc4c(c3)OCO4)ccc12 (stereo unspecified),/,16µM*,?
COc1ccc(-c2csc(Nc3ccc(S(N)(=O)=O)cc3)n2)cc1,-12%,?,?
COc1cccc(CN(C)C(=O)CCNC(=O)c2ccco2)c1,1%,1%,4%
Fc1ccccc1CCNc1nnnn1-c1ccccc1,-1%,-10%,-15%
CCn1nnnc1-c1ccc(OC)c(S(=O)(=O)NCc2ccccc2)c1,5%,-13%,17%
Cc1nc2cc(C(F)(F)F)ccc2n1CCNc1nc(-c2ccc([N+](=O)[O-])c(Cl)c2)cs1,-4%,?,21µM*
Cc1ccc(CNC(=O)C2(C)Oc3ccccc3NC2=O)cc1 (stereo unspecified),-4%,-18%,-2%
COc1ccc(NC(=S)NCC(c2ccco2)N2CCCC2)cc1 (stereo unspecified),-6%,3%,-18%
COc1cccc(NC(C(=O)Nc2cccc(C(C)=O)c2)c2ccccc2)c1 (stereo unspecified),-8%,-24%,?
O=C(Nc1ccccc1F)c1ccccc1-c1ccc(C(F)(F)F)cc1,-2%,?,?
O=C(/C=C/c1cccnc1)c1ccccc1O,-7%,?,?
COc1cccc(NC(=O)CNc2cc(S(=O)(=O)N3CCOCC3)ccc2N2CCCC2)c1,-7%,?,?
N/C(=N\OC(=O)c1ccc(F)cc1)c1ccccc1,-10%,4%,-5%
COc1ccccc1-c1ccc2c(c1)O[C@@H](CN(C)C(=O)c1ccncc1)[C@H](C)CN([C@@H](C)CO)S2(=O)=O,/,?,-29%
CCc1ccc(NC(=O)CN2C(=O)COc3ccc(S(=O)(=O)N4CCCC4)cc32)cc1,1%,-26%,-28%
Cc1ccccc1OS(=O)(=O)c1cccc([N+](=O)[O-])c1,/,-24%,-28%
CCc1ccc2c(COC(=O)c3n[nH]c4ccccc34)cc(=O)oc2c1,-4%,?,?
N#Cc1ccc(CN2CCC3(CC2)CCN(C(=O)c2cccc(F)c2)CC3)cc1,-11%,?,?
Oc1ccc(C[C@@H](CN2CCCC2CN2C(=S)NC[C@@H]2Cc2ccccc2)N2C[C@H](Cc3ccccc3)N(CC3CCCCC3)C2=S)cc1 (stereo partly specified),/,15µM*,21µM*
O=C(Cn1c(=O)c2cccn2c2ccccc21)NCc1ccccc1F,-11%,-18%,?
O=C(O)CCN1C(=O)/C(=C\c2cccc(OCc3ccccc3)c2)SC1=S,?,2%,-19%
Cc1ccc2c(CC(=O)Nc3nc(C)cs3)coc2c1,-6%,?,?
O=C(Cn1ccc2ccccc2c1=O)N1CCN(Cc2ccc3c(c2)OCO3)CC1,-3%,-19%,?
COc1ccc(-c2cc(C(=O)Nc3cccc(O)c3)no2)cc1,-4%,-28%,-16%
COc1ccc(NC(=O)C2=C(C)Nc3c(C(=O)Nc4ccc(C)cc4)cnn3C2c2cccc(Cl)c2)cc1 (stereo unspecified),2%,?,-27%
C[C@@H]1CN([C@@H](C)CO)C(=O)c2cc(NC(=O)Nc3ccccc3)ccc2O[C@H]1CN(C)C(=O)Nc1cccc2ccccc12,-3%,13µM*,18µM*
Fc1ccc(F)c(Nc2c3c(nc4ccc(Cl)cc24)CCC3)c1,-11%,16µM*,?
Cc1nnc(NC(=O)c2ccc(S(=O)(=O)N3CCCCC3)cc2)s1,1%,-10%,17%
COc1cccc(NC(=O)c2oc3ccccc3c2NC(=O)COc2ccccc2C)c1,1%,-25%,-20%
Cc1nn2cc(-c3ccccc3)nc2s1,-4%,-7%,-18%
COc1cccc(C(=O)Oc2cc(C)[nH]c(=O)c2[N+](=O)[O-])c1OC,-3%,12%,-1%
CC12CCC(C(=O)O)(c3nc(C#N)c(C#N)nc31)C2(C)C (stereo unspecified),/,2%,0%
CCCN1C(C(=O)c2ccccc2)=C(OC(=O)C(C)(C)C)c2ccccc2S1(=O)=O,0%,4.1µM*,5.2µM*
COc1cccc(NC(=O)CSc2nccn2-c2cccc(OC)c2)c1,-10%,?,?
CCc1cc2c(COC(=O)c3cc(S(=O)(=O)N4CCOCC4)ccc3F)cc(=O)oc2cc1O,-6%,18µM*,?

An excerpt of these results, with values under each structure.
Values run as follows: GCN5L2 inh | DT40 TDP1 CPT | TDP1 cell noCPT
- COc1cccc(NC(=O)c2oc3ccccc3c2NC(=O)COc2ccccc2C)c1
    1% | -25% | -20%
- Cc1nn2cc(-c3ccccc3)nc2s1
    -4% | -7% | -18%

The list continues.
Structure,GCN5L2 inh,DT40 TDP1 CPT,TDP1 cell noCPT
C[C@@H]1CN([C@@H](C)CO)C(=O)CCCn2nncc2CO[C@H]1CN(C)C(=O)C1CC1,/,16%,2%
Cc1ccc(S(=O)(=O)N2CCC(C(=O)OCC(=O)N3CCCC3=O)CC2)cc1C,1%,-9%,7%
CCOC(=O)c1[nH]c2ccc(OC)cc2c1NC(=O)CCN1CCC(C)CC1,-5%[0.501 µM],-28%,-26%
C=C[C@@H]1c2cc(C)ccc2N(S(=O)(=O)c2ccc(C)cc2)[C@H](c2ccccc2C(F)(F)F)C1(C#N)C#N,-3%,8.2µM*,?
COc1ccc(-c2cn3c(n2)sc2cc(C(=O)NCCCc4ccccc4)ccc23)cc1,-8%,-23%,-10%
COc1ccc(N=Nc2nc(-c3ccccc3)c(-c3ccccc3)[nH]2)cc1,-6%,?,16µM*
COCCCN1CC(=O)N2C(c3cccc(OC)c3OC)c3[nH]c4ccccc4c3C[C@H]2C1=O (stereo partly specified),-18%,-7%,-4%
O=C(OCc1ccccc1)/C(=C/c1ccccc1Cl)NC(=O)c1ccco1,2%,14%,-5%
Cc1cc(C(=O)NCC2COc3ccccc3O2)c2ccccc2n1 (stereo unspecified),1%,?,?
CN(Cc1nc(-c2cccnc2)no1)S(=O)(=O)c1ccccc1,-7%,-16%,-14%
CC(C)C(=O)N1CCN(c2ccc(NC(=O)c3ccc4c(c3)OCCO4)cc2Cl)CC1,-2%[0.501 µM],?,23µM*
CN(C)c1ccc(/C=[N+](\[O-])C(C)(C)/C=N/O)cc1,-11%,-7%,-3%
O=C(NCc1ccc(Cl)nc1)c1ccc2sc([C@@H]3O[C@H](CO)[C@H](O)[C@H](O)[C@H]3O)nc2c1,/,14%,4%
CNc1n[nH]c(-c2ccccc2)n1,/,3%,-4%
COc1ccc(-c2nc(CN3CCC(C(=O)NC4CCCC4)CC3)c(C)o2)cc1OC,-5%,-5%,0%
Cc1ccc(/C=C/c2onc(C)c2S(=O)(=O)N2CCC(C(=O)N3CCN(c4ccccc4F)CC3)CC2)cc1,-9%,21µM*,2.6µM*
COc1ccc(OC)c(NC(=O)c2cc3c(n(-c4ccc(Cl)cc4)c2=O)CC(C)(C)CC3=O)c1,-11%,?,-6%
O=c1ccc2ccc(OCCOc3cccc(Cl)c3)cc2o1,-5%,?,?
O=C(NCc1ccco1)/C(=C/c1cccnc1)NC(=O)c1cccc(Br)c1,1%,-8%,12%
FC(F)(F)c1cccc(N2CCN(C(=S)NC3CCCC3)CC2)c1,-1%,?,16µM*
N#Cc1ccc(OCC(=O)NNC(=S)NC(=O)C2CC2)cc1,8%,?,21µM*
Cc1cc(C)nc(NC(=O)c2cccs2)n1,-5%,14%,9%
Cc1cc(=O)cc(C)n1-c1ccccc1Br,-2%,-12%,0%
CC(C)(C)c1ccc(N2C(=O)CC(C/C=C/c3ccccc3)C2=O)cc1 (stereo unspecified),-2%,-23%,?
Cc1nc2c(nnn2Cc2c(Cl)cccc2Cl)c(=O)[nH]1,-12%,1%,-2%
COc1ccc(Cl)cc1NC(=O)C/C(C)=N/NC(=O)c1ccccc1[N+](=O)[O-],3%,-16%,-15%
CC(=O)N1CCc2ccc(S(=O)(=O)N3CC(C)OC(C)C3)cc21 (stereo unspecified),2%,-18%,?
N#Cc1ccc(NC(=O)COC(=O)C2CCC2)cc1,/,2%,-28%
CCOc1cc(C2NC(=O)c3ccccc3O2)ccc1OC (stereo unspecified),-3%,-6%,-15%
Cc1nnc(SCCC#N)n(CCC#N)c1=O,-6%,-3%,0%
CCn1c2ccccc2c2cc(CN3CCN(Cc4ccc(Cl)cc4)CC3)ccc21,-6%,15µM*,?
C=C1C(=O)OC2C[C@@]3(C)CCCC(=C)[C@@H]3CC12 (stereo partly specified),/,27µM*,24µM*
COc1ccc(-n2c(=S)[nH]c3sc(-c4ccccc4)cc3c2=O)c(OC)c1,-26%,3%,-5%

Compound activity (PubChem BioAssay)
